ELG1 genotoxic – qHTS screen for small molecules that induce genotoxicity in human embryonic kidney (HEK293T) cells expressing luciferase-tagged ELG1; HEK293T ELG1-luciferase reporter, luminescence, 16 h; Potency, µM (top dose mostly 46 µM), inactives show at the top dose activity change, positive = activation, most hits filed as activators; actives 1.3% (n = 330,000); note: potency is the fitted concentration of half-maximal effect; % of control where 0% means no effect; nearly all actives have a fitted effect of over 60% in size
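HEK293T cells expressing luciferase-tagged ELG1 were exposed to compound or DMSO vehicle for 16 hr at 37 °C and 5% CO2. Luciferase activity was then measured with ONE-Glo after 30 min at room temperature.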
Rab9 prom act – qHTS Assay for Rab9 Promoter Activators. Huh7 Rab9 promoter-luciferase reporter, luminescence, 24 h. Potency, µM (titrated, usually from 9.22 µM), inactives show top-dose activation, negative = inhibition, most hits filed as activators. actives 2.8% (n = 320,000). AID 485297, 2010; note: potency is the fitted concentration of half-maximal effect; % of control where 0% means no effect; nearly all actives have a fitted effect of over 60% in size
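Huh7 cells stably carrying a Rab9 promoter-luciferase reporter, 1500 cells per well in OP-MEM I with 10% FBS, treated with compound 24 hours at 37C. Luciferase activity read by luminescence after 10 minutes with Amplite reagent.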
VP16 counter – VP16 counterscreen qHTS for inhibitors of ROR gamma transcriptional activity | Drosophila S2 Gal4-VP16 UAS-luciferase, luminescence, 20 h | Potency, µM (series often up to 53.6 µM), inactives show at the highest dose activity, negative = inhibition, hits mostly inhibitors | actives 3.5% (n = 310,000);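 note: Gal4-VP16 expression switched on by copper sulfate through the metallothionein promoter; potency is the fitted concentration of half-maximal effect; % is set by controls: 0 for no effect and ±100 for the full control effect; nearly all actives have a fitted effect of over 50% in size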
NPC1 prom act – qHTS Assay for NPC1 Promoter Activators. AID 485313, 2010. actives 2.4% (n = 320,000). Huh7 NPC1 promoter luciferase reporter, 24 h. Potency, µM (highest dose often 9.22 µM), for the others: top-dose activation, actives largely listed as activators;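 note: potency is the fitted concentration of half-maximal effect; % of control where 0% means no effect; nearly all actives have a fitted effect of over 60% in size; reporter is driven by a mutant NPC1 promoter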
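Luciferase expression driven by the NPC1 promoter was measured in stably transfected Huh7 cells after a 24 h compound incubation, using a luciferase reagent and a luminescence read.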
ELG1 repair inh – qHTS screen for small molecules that inhibit ELG1-dependent DNA repair in human embryonic kidney (HEK293T) cells expressing luciferase-tagged ELG1 | HEK293T ELG1-luciferase reporter, luminescence, 16 h; DNA damage induced by 5-fluorouridine | Potency, µM (titrated, usually from 46.1 µM), for inactives: at the highest dose activity change, negative = inhibition, usual class: inhibitors | actives 2.3% (n = 330,000); note: potency is the fitted concentration of half-maximal effect; % is set by controls: 0 for no effect and ±100 for the full control effect; nearly all actives have a fitted effect of over 55% in size
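Overnight (16 hr) co-exposure of 2,000 cells/well to 5-fluorouridine and compound at 37 °C preceded detection. Luciferase was quantified via ONE-Glo luminescence; loss of signal denotes inhibition.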
Tb PFK inh – qHTS Assay to Find Inhibitors of T. brucei phosphofructokinase; ATP-dependent 6-phosphofructokinase (Trypanosoma brucei brucei), O15648; T. brucei PFK, ADP-Glo luminescence; Potency, µM (series often up to 57.5 µM), for the others: at the highest dose activity, negative = inhibition, hits mostly inhibitors; actives 0.17% (n = 330,000);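 note: potency is the fitted concentration of half-maximal effect; 0% = uninhibited 1x PFK enzyme wells and -100% = no-enzyme wells; nearly all actives have a fitted effect of over 60% in size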
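Compounds were pin-transferred as a titration series up to 57 uM into substrate buffer (0.5 mM F6P, 0.1 mM ATP, pH 8.0), then 1.25 nM PFK was added and reactions ran 45 min before ADP-Glo detection.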
BRCA1 expr up – qHTS Assay to Identify Small Molecule Activators of BRCA1 Expression; actives 1.1% (n = 380,000); MCF7-BRCA1-FFLuc reporter, luminescence, 48 h; response scale: scaled: vehicle 0%, 10 µM genistein 100%; AID 624202, 2012; Potency, µM (top dose mostly 46.1 µM), without a hit: at the top dose activation, hits mostly activators; note: potency is the fitted concentration of half-maximal effect; nearly all actives have a fitted effect of over 80% in size; some results filed as inactive show a strong effect at the top dose
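MCF7-BRCA1-FFLuc, 2000 cells/well; 2 h attach, 37 °C/5% CO2; compound 48 h; luciferase substrate 15 min; luminescence end-point. Norm. to genistein 10 microM max activation and DMSO; concentration-response curves fitted.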
p53 reactivator – qHTS assay for re-activators of p53 using a Luc reporter | Potency, µM (series often up to 92.2 µM), inactives show at the top dose activity change, positive = activation, usual class: activators | actives 0.063% (n = 320,000) | H1299 p53-A138V BP100-luciferase reporter, luminescence, 24 h; note: potency is the fitted concentration of half-maximal effect; % of control where 0% means no effect; nearly all actives have a fitted effect of over 45% in size
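H1299 (p53-null), stable ts p53-A138V + BP100-Luc; 1000 cells/well, Opti-MEM/10% FBS; cpd 4 pt, 1:5; 24 h, 37 deg C, 5% CO2; detection reagent 10 min RT; luminescence.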
RORgamma inh – qHTS for inhibitors of ROR gamma transcriptional activity. Drosophila S2 Gal4-RORgamma UAS-luciferase reporter, 20 h. Potency, µM (top dose mostly 53.6 µM), inactives show at the highest dose activity change, negative = inhibition, most hits filed as inhibitors. actives 5.4% (n = 310,000). AID 2551, 2010; note: potency is the fitted concentration of half-maximal effect; % is set by controls: 0 for no effect and ±100 for the full control effect; nearly all actives have a fitted effect of over 60% in size
Target sequence (P51450 whole entry, looked up, the tested form may be a part): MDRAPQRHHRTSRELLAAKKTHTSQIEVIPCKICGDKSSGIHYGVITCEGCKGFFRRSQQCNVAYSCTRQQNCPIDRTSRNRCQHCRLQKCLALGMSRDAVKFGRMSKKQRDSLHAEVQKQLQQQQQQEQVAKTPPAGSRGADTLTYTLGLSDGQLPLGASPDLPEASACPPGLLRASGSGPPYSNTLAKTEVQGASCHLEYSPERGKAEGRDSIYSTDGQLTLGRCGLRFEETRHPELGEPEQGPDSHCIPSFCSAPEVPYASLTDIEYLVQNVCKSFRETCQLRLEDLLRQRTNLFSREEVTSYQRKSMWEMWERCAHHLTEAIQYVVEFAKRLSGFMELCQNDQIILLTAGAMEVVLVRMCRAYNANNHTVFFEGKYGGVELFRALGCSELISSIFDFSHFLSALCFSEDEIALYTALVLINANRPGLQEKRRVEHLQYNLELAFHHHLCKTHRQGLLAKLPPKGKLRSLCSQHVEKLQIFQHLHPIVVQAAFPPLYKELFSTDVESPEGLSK
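In this cell-based reporter format, copper sulfate (700 uM final) drives Gal4–ROR gamma fusion expression from a metallothionein promoter in Drosophila Schneider cells; compounds preincubated 1 hr, reporter read after 20 hr at ambient temperature.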
TRPV1 agonist – HTS Assay for Compounds that Act as Agonists of the Vanilloid Receptor 1; Transient receptor potential cation channel subfamily V member 1 (Homo sapiens), Q8NER1; TRPV1-expressing cells, Fluo-8 calcium influx, agonist mode; activation, % at 8.33 µM; actives 0.19% (n = 320,000); AID 540275, 2011; in the data active = activation above about 80%; inconclusive = between about 30% and that limit; note: 0% is about no effect
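Cells expressing TRPV1 were dye-loaded with Fluo-8 and read kinetically: 10 s baseline, 3 min after compound (agonist portion), then 2 min after EC20 capsaicin (allosteric enhancer portion). Calcium-bound dye fluorescence at 480/520 nm.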
FLuc modulator – qHTS profiling assay for firefly luciferase inhibitor/activator using purifed enzyme and Km concentrations of substrates (counterscreen for miR-21 project); purified FLuc, Km substrates, luminescence inhibition; Potency, µM (doses to about 57.5 µM), inactives show top-dose activity change, negative = inhibition, actives largely listed as inhibitors; actives 6.9% (n = 360,000);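 note: potency is the fitted concentration of half-maximal effect; plate controls were vehicle for no effect and reference inhibitor for full effect; nearly all actives have a fitted effect of over 55% in size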
Target sequence (P08659 whole entry, looked up): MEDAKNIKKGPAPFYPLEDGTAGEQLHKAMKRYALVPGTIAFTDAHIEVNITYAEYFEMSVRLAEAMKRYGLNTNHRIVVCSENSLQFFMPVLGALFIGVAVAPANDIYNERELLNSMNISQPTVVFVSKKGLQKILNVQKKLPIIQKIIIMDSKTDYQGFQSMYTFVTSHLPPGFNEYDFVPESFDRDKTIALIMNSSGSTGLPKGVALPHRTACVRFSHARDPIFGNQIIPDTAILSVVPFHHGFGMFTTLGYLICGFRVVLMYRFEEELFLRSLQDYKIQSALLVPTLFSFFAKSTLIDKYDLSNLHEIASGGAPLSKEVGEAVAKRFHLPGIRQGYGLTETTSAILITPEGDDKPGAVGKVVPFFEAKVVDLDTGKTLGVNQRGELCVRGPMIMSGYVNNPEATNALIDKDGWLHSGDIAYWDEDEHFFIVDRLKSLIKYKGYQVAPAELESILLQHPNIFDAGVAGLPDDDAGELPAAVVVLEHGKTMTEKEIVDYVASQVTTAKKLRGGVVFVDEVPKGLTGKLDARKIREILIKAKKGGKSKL
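Purified P. pyralis luciferase (10nM final) with 10uM D-luciferin and 10uM ATP (Km levels) in 50mM Tris acetate pH 7.5, 10mM Mg acetate, 0.01% Tween-20, 0.05% BSA; qHTS 6-point titration, ~60 µM downward; luminescence read.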
* = called active by the depositor; ? = inconclusive; · = no result given; [ ] = dose if it differs, or a comment. Unless noted, calls come from the whole dose curve; as a rule, active = well fitted curve in the direction sought with a large enough effect; inconclusive = small, poorly fitted or top-dose-only effect, or another doubt; inactive = no such curve, though single readings can be large; an effect the other way counts as inactive or inconclusive.

Start of the listing, in advance (7 entries):
SMILES	ELG1 genotoxic	Rab9 prom act	VP16 counter	NPC1 prom act	ELG1 repair inh	Tb PFK inh	BRCA1 expr up	p53 reactivator	RORgamma inh	TRPV1 agonist	FLuc modulator
O=C(CCN1C(=O)C2C3C=CC(C3)C2C1=O)Nc1nccs1 (stereo not given)	-3%	0%	20%	0%	-4%	2%	0%	-7%	-29%	-4	-1%
COC(=O)[C@@]1(Cc2ccccc2)[C@H]2C(=O)N(Cc3ccccc3)C(=O)[C@H]2[C@H]2CN=C(SCc3ccc(Cl)cc3)N21	-1%	·	·	·	?	6%	-38%	11%	·	·	·
O=C(COc1ncnc2ccccc12)N1CCN(c2ccccc2)CC1	0%	18%	13%	-1%	-1%	-2%	-21%	-1%	36%	-2	2%
NS(=O)(=O)c1ccc(NC(=O)CSC2CCCCC2)cc1	6%	?	23%	7%	27%	-14%	-14%	6%	2%	?	-12%
CCOC(=O)C1/C(=N\O)CC(C)(O)C(C(=O)OCC)C1c1ccc(N(C)C)cc1 (stereo not given)	0%	-1%	12%	1%	6%	-5%	-2%	-1%	15%	1	0%
CCCCNC(=O)CN(CCc1ccccc1)S(C)(=O)=O	0%	5%	-16%	-1%	1%	-2%	-15%	-2%	9%	-5	1%
COc1ccc(CN=C(Nc2ccccc2)SC2CC(=O)NC2=O)cc1 (stereo not given)	?	?	-9%	?	?	7%	2%	18%	13µM*	1	6.7µM*

This part in full, repeating the preview:
SMILES	ELG1 genotoxic	Rab9 prom act	VP16 counter	NPC1 prom act	ELG1 repair inh	Tb PFK inh	BRCA1 expr up	p53 reactivator	RORgamma inh	TRPV1 agonist	FLuc modulator
O=C(CCN1C(=O)C2C3C=CC(C3)C2C1=O)Nc1nccs1 (stereo not given)	-3%	0%	20%	0%	-4%	2%	0%	-7%	-29%	-4	-1%
COC(=O)[C@@]1(Cc2ccccc2)[C@H]2C(=O)N(Cc3ccccc3)C(=O)[C@H]2[C@H]2CN=C(SCc3ccc(Cl)cc3)N21	-1%	·	·	·	?	6%	-38%	11%	·	·	·
O=C(COc1ncnc2ccccc12)N1CCN(c2ccccc2)CC1	0%	18%	13%	-1%	-1%	-2%	-21%	-1%	36%	-2	2%
NS(=O)(=O)c1ccc(NC(=O)CSC2CCCCC2)cc1	6%	?	23%	7%	27%	-14%	-14%	6%	2%	?	-12%
CCOC(=O)C1/C(=N\O)CC(C)(O)C(C(=O)OCC)C1c1ccc(N(C)C)cc1 (stereo not given)	0%	-1%	12%	1%	6%	-5%	-2%	-1%	15%	1	0%
CCCCNC(=O)CN(CCc1ccccc1)S(C)(=O)=O	0%	5%	-16%	-1%	1%	-2%	-15%	-2%	9%	-5	1%
COc1ccc(CN=C(Nc2ccccc2)SC2CC(=O)NC2=O)cc1 (stereo not given)	?	?	-9%	?	?	7%	2%	18%	13µM*	1	6.7µM*
Cc1cc(=O)oc2cc(OCC(=O)N/N=C/c3ccccc3[N+](=O)[O-])ccc12	0%	1%	?	-1%	?	-1%	6%	5%	-43%	1	1%
CC(C)c1nc2sc(C(=O)O)c(N)c2c2c1CCCC2	0%	1%	6%	1%	?	6%	2%	-2%	-2%	1	0%
COc1ccc(CC(=O)N/N=C/C=C/c2cccc([N+](=O)[O-])c2)cc1OC	2%	-3%	17%	0%	-24%	-4%	0%	3%	-4%	·	-2%
c1ccc(-c2nc3ccccc3nc2-c2ccccn2)nc1	0%	0%	-3%	2%	6%	21%	-2%	0%	1%	0	-6%
Cc1cc(C)c(S(=O)(=O)N(C2=NCCS2)S(=O)(=O)c2c(C)cc(C)cc2C)c(C)c1	-1%	-5%	-8%	4%	14%	2%	-26%	8%	16µM*	-4	-4%
O=C1CSC(c2cn(-c3ccccc3)nc2-c2ccccc2)N1Cc1ccco1 (stereo not given)	-7%	28%	?	-2%	18µM*	-19%	-52%	-5%	-67%	1	5%
COc1ccc(C(C)=O)cc1CSCC(=O)O	1%	-4%	7%	-1%	-1%	1%	-1%	5%	0%	0	-1%
O=C(NCCc1ccco1)c1cc(COc2cccc(C(F)(F)F)c2)on1	-20%	-7%	0%	-3%	-15%	-9%	-38%	-11%	?	26	-3%
O=C/C(=C\Nc1ccc(S(=O)(=O)CCO)cc1)c1nc2cc(Cl)ccc2o1	·	0%	-15%	0%	-17%	5%	-35%	-2%	8.9µM*	1	2%
COc1ccc(NC(=O)COC(=O)C2CC(=O)N(Cc3ccc(C)cc3)C2)cc1 (stereo not given)	0%	-5%	0%	-2%	7%	-6%	-2%	2%	4%	3	1%
COc1cc(NC(=O)CCCNC(=O)Cn2cnc3sc(C)c(C)c3c2=O)cc(OC)c1OC	6%	5%	-8%	0%	?	0%	-16%	3%	-13%	-1	0%
CC(=O)NC1=NN(C(C)=O)C(C)(CCS(=O)(=O)c2ccc(Cl)c(Cl)c2)S1 (stereo not given)	1%	3%	0%	-4%	0%	0%	-8%	-5%	-4%[10 µM]	10	-2%
Cc1ccc(-n2nnc3c(=O)n(CC(=O)NCc4ccco4)cnc32)cc1	1%	-5%	2%	1%	-10%	-9%	-41%	0%	12%	8	1%
CC(C)c1ccc(C2NC(=O)NC3=C2CCc2ccccc23)cc1 (stereo not given)	-2%	1%	13%	-5%	-12%	-4%	-68%	1%	13%	-2	0%
CCN(CCO)c1nc(NCc2ccccc2)c2cnn(C)c2n1	-3%	-5%	1%	0%	-6%	0%	-2%	-12%	5%	-2	0%
COc1ccc(NC(=O)Nc2nc3c(s2)CCCC3)cc1	18%	1.8µM*	1%	4µM*	?	-9%	?	?	?	-4	4.8µM*
O=c1oc2ccccc2c(Nc2ccccc2)c1CN1CCCCC1	0%	0%	-8%	0%	-2%	-2%	-29%	-2%	-22%	5	0%
CCOC(=O)c1c(-c2cccs2)csc1NC(=O)CSc1ncn[nH]1	-5%	-1%	?	-3%	-12%	0%	-21%	?	?	26	-1%
Cc1ccc(CN2CC[C@H]3C=CCc4cccc(c43)C2)cc1	-4%	-2%	·	1%	-10%	1%	0%	-5%	·	8	3%
COc1ccc(NC(=O)CSc2ncccn2)cc1S(=O)(=O)N1CCCCC1	-1%	-4%	·	-3%	-1%	0%	-8%	-2%	·	0	3%
COCCCNC(=O)CN1C(=O)COc2ccc(S(=O)(=O)N3CC(C)CC(C)C3)cc21 (stereo not given)	3%	0%	0%	0%	-3%	1%	0%	-2%	-25%	2	3%
O=C(COC(=O)/C=C/c1ccc(Br)o1)Nc1cccc(S(=O)(=O)N2CCOCC2)c1	1%	·	·	·	4%	?	0%	-1%	·	·	·
CC(=O)N1N=C(c2cccc([N+](=O)[O-])c2)OC1(C)CC(=O)Nc1ccccc1 (stereo not given)	1%	-6%	4%	1%	-15%	-23%	0%	-12%	40%	-1	1%
Cc1c([N+](=O)[O-])c([N+](=O)[O-])nn1CC(=O)N1CCCCC1	-2%	-4%	-2%	2%	7%	1%	-8%	7%	0%	0	5%
CC1CCCN(C(=S)SCC(=O)c2cc(Br)cc(Br)c2O)C1 (stereo not given)	-1%	-16%	7%	-30%	9%	-7%	-56%	1%	?	1	?
O=C1CC(Nc2ccc(N3CCOCC3)cc2)C(=O)N1Cc1ccccc1 (stereo not given)	-1%	12%	-12%	1%	7%	0%	-1%	2%	?	2	-15%
COc1ccc(OC)c(NC(=O)c2ccc(-c3cccs3)cc2)c1	-1%	-3%	1%	-1%	11%	-1%	-18%	1%	?	0	-18%
O=C(/C=C/c1ccc2c(c1)OCO2)NCCSCc1ccc(Cl)cc1Cl	0%	-2%	1%	1%	1%	-7%	-32%	-7%	14%	2	?

2 entries from above, reformatted.
Values in the order – ELG1 genotoxic, Rab9 prom act, VP16 counter, NPC1 prom act, ELG1 repair inh, Tb PFK inh, BRCA1 expr up, p53 reactivator, RORgamma inh, TRPV1 agonist, FLuc modulator
COc1ccc(NC(=O)Nc2nc3c(s2)CCCC3)cc1
  18%, 1.8µM*, 1%, 4µM*, ?, -9%, ?, ?, ?, -4, 4.8µM*
O=c1oc2ccccc2c(Nc2ccccc2)c1CN1CCCCC1
  0%, 0%, -8%, 0%, -2%, -2%, -29%, -2%, -22%, 5, 0%
